Screening results as filed in PubChem.
ssDAF12 agonist: S. stercoralis DAF-12 activation, primary screen; HEK293 ssDAF-12/GRIP1 lit1-tk-luc reporter, luminescence; % of 3 µM dafachronic acid response; AID 652126; activation, % at 6.8 µM; 1% of 370,000 active;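 active = activation above the mean over all tested compounds plus 3 SD, cut at about 0.9% in these data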;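 note: 0% = DMSO-only wells and 100% = 3 µM delta7-dafachronic acid wells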
hcDAF-12 act: activates DAF-12 receptor from parasite H. contortus; 1.4% of 370,000 active; HEK293 hcDAF-12 lit1-tk-luc reporter, luminescence; 0% DMSO, 100% Δ7-dafachronic acid; activation, % at 6.8 µM;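 active = activation above the mean of all tested compounds plus 3 SD, cut at about 5.5% in these data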;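 note: 100% = response to 3 µM Δ7-dafachronic acid high control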
sPLA2-III inh: Inhibits HGIII-sPLA2 liposome hydrolysis, primary screen. Q9NZ20. QFRET BODIPY PC-A2 liposome hydrolysis, fluorescence. inhibition, % at 12.2 µM. 0.56% of 370,000 active;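 active = inhibition above mean plus 3 SD of compounds lying within the high and low control bounds, cut at about 19% in these data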;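 note: 0% = median of test compound wells and 100% = no enzyme DMSO wells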
Target sequence (Q9NZ20 whole entry, looked up): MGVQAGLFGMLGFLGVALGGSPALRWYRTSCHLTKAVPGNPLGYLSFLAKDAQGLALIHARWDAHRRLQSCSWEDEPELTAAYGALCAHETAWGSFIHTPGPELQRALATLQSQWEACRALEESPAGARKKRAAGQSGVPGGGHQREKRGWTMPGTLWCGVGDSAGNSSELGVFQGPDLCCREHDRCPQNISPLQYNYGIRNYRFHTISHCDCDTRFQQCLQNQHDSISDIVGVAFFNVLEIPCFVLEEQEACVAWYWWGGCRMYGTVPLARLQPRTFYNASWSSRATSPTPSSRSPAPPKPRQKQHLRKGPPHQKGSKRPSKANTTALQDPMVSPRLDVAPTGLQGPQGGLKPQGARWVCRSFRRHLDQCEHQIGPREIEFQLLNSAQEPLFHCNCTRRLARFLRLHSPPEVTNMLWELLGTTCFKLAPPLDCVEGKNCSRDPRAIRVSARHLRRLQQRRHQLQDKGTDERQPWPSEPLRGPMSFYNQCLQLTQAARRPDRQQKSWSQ
DAX1 inh-1: inhibitors of human orphan nuclear receptor DAX1 (NR0B1). HEK293 Gal4-DAX1 luciferase reporter, luminescence. inhibition, % at 6.75 µM. 0.99% of 340,000 active. AID 504766;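 active = inhibition above the mean over all tested compounds plus 3 SD, cut at about 4.2% in these data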;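 note: 0% = DAX1-transfected cells with DMSO and 100% = empty-vector control cells with DMSO; inhibition shows as a rise in luminescence from relieved DAX1 repression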
Target sequence (P51843 207-470 limits assumed): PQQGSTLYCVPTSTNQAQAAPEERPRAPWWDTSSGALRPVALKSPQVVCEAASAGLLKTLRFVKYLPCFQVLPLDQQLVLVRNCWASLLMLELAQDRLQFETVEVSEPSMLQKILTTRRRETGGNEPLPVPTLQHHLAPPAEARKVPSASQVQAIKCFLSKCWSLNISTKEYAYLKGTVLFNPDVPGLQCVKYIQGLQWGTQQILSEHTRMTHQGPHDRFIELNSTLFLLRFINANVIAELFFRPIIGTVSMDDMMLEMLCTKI
DAX1 inh-2: inhibitors of DAX1 repression of SF-1 activated StAR promoter; HEK293T StAR-luciferase reporter, SF-1/DAX-1 repression relief; AID 652010; 1.1% of 370,000 active; inhibition, % at 6.8 µM;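 active = inhibition above the mean over all tested compounds plus 3 SD, cut at about 3.6% in these data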;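 note: 0% = DAX-1 cells with DMSO and 100% = cells lacking DAX-1 with DMSO; higher inhibition means more luminescence from relief of DAX-1 repression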
SMARCA2 act: activators of SMARCA2 function. 1% of 370,000 active. activation, % at 9.1 µM. MG213 cells, MMTV-luciferase reporter, dexamethasone, overnight; in the data active = activation above about 7.8%;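 note: 0% = vehicle wells and 100% = reference activator wells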
hgDAF12 agonist: hgDAF-12 agonism, primary luciferase screen; HEK293 GAL4-hgDAF12 UAS-luciferase reporter, agonist luminescence; normalized to butyrate control; activation, % at 6.8 µM; 1.8% of 370,000 active;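 active = activation above a cutoff set at the mean of all screened compounds plus 3 SD, cut at about 10% in these data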;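 note: 0% = DMSO wells and 100% = sodium butyrate wells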
ADAM10 inh: inhibits human ADAM10; O14672; recombinant ADAM10, EDANS/DABCYL FRET peptide cleavage, 3 h; inhibition, % at 7 µM; 0.62% of 370,000 active; AID 720582;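 active = inhibition above a per-campaign cutoff equal to the mean of compounds falling between control-based bounds plus 3 SD, cut at about 20% in these data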;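 note: 0% = DMSO wells while the 100% control is not disclosed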
NPR1 activator: GC-A (human) enzyme activation. P16066. HEK293 GC-A cells, cGMP TR-FRET, EC30 ANP; 0% at EC30 ANP, 100% saturating ANP. activation, % at 10 µM. 0.14% of 370,000 active; in the data active = activation above about 40%
GC-B act: GC-B (human) receptor activation; P20594; HEK293-GC-B cells, CNP EC30, cGMP TR-FRET; 0% at EC30 CNP, 100% saturating CNP; activation, % at 10 µM; 0.11% of 370,000 active; AID 1920062;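 active = activation at 10 µM reaching about 35% in either raw or pattern-adjusted values, limit read from the data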
FXN GAA850 act: frataxin GAA850 promoter activation | HEK293 lucGAA850 FXN promoter luciferase reporter, 24 h; percent of 10 µM SAHA response | activation, % at 6 µM | 0.56% of 360,000 active | AID 540364;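 active = activation above the average of all compounds screened plus 3 SD, cutoff fixed separately per campaign, cut at about 7.5% in these data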;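 note: 0% = DMSO wells and 100% = 10 µM SAHA wells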
Active calls of the source: *; / = not tested or not shown.

Below each compound – ssDAF12 agonist	hcDAF-12 act	sPLA2-III inh	DAX1 inh-1	DAX1 inh-2	SMARCA2 act	hgDAF12 agonist	ADAM10 inh	NPR1 activator	GC-B act	FXN GAA850 act
> O=S(=O)(NCC1CCCO1)c1ccc2oc3ccc(S(=O)(=O)NCC4CCCO4)cc3c2c1 (stereo not given)
→ -1.2	-2.4	-22	-0.8	-0.3	-1	-0.8	3	-1	11	0.9
> O=C(CCS(=O)(=O)c1ccccc1)Nc1nc2c(s1)CCCC2
→ -1.0	0.7	-1	-0.3	-0.4	0	-3.6	-12	-3	0	2.2
> O=C(Nc1ccc(C(=O)O)cc1)/C(=C\c1ccccc1)NC(=O)c1ccc(Br)cc1
→ -0.7	-0.3	-4	1.1	-0.6	2	3.8	9	4	4	-0.4
> CC1CCN(C(=O)CSc2nnc(-c3ccc(S(=O)(=O)N4CCOCC4)cc3)n2C)CC1
→ -0.9	-0.5	8	1.1	0.0	-3	-1.5	-5	3	0	-0.6
> Cc1cccc(CCNC(=O)CCc2c(C)nc3ncnn3c2C)c1
→ -1.1	-1.5	4	0.1	-0.3	-2	0.1	4	-5	1	1.8
> Cc1cc(Nc2ccccc2C(=O)O)n2ncnc2n1
→ -1.1	0.1	3	2.6	1.0	-1	-0.1	-19	2	-5	0.1
> Cc1cc(NC(=O)c2ccc(C)o2)no1
→ -0.7	3.8	3	0.4	-0.2	1	3.1	-6	-1	-2	4.2
> NC(=O)c1nsc(C(=O)N(c2ccccc2)C(C(=O)NCC2CCCO2)c2ccc(F)cc2)c1N (stereo not given)
→ -0.8	0.3	-1	-1.8	0.3	0	-0.2	-88	-10	-8	0.1
> OC(c1cc(F)cc(Cl)c1)c1ncc(-c2ccc(Cl)cc2)[nH]1 (stereo not given)
→ -1.5	0.1	-5	/	-1.0	-3	3.0	29*	-6	-4	-0.2
> NS(=O)(=O)c1ccc(CCNC(=O)c2ccccc2-c2ccccc2)cc1
→ -1.0	-0.3	-5	0.7	0.2	-1	-0.5	1	0	3	1.0
> Cc1ccc(/C=C/C(=O)N2CCc3ccccc32)o1
→ 1.3*	13*	-6	2.1	5.2*	5	13*	17	2	1	11*
> CC(C)(C)NC(=O)C(C1CC1)n1c(=O)c(-c2cc3ccccc3[nH]2)nc2ccccc21 (stereo not given)
→ -0.1	1.6	-18	/	-1.1	1	-1.3	-334	-2	-12	/
> CCOc1ccc(-n2cc(C(=O)Nc3cccc(Cl)c3)c3cc(OC)c(OC)cc3c2=O)cc1
→ -0.9	-2.3	2	-1.3	-1.5	-2	-1.1	5	4	15	-0.3
> c1ccc(CSc2ncn(-c3ccccc3)n2)cc1
→ -0.3	4.5	-7	5.0*	2.2	3	14*	-14	-6	-9	7.2
> CCN(CC)CCN1CNC(=S)N(c2ccccc2OC)C1
→ -0.7	-0.5	2	/	0.0	4	-0.5	6	4	0	0.1
> COc1cc(C(=O)Nc2ccc(S(=O)(=O)NC(C)(C)C)cc2)cc(OC)c1OC
→ -1.3	-1.0	-20	0.3	-0.7	-5	-2.6	1	11	5	1.5
> FC(F)Oc1ccc(NC(=S)N2CCc3ccccc32)cc1
→ 1.4*	4.1	5	-0.2	0.4	6	5.8	-5	1	-2	3.6
> Clc1ccc(SCc2cc(-c3ccc(Cl)cc3)on2)cc1
→ -1.3	-1.1	4	-0.3	0.0	3	-2.0	5	3	3	1.9
> O=C(CCCCCN1C(=O)c2cccc3cccc(c23)C1=O)N1CCOCC1
→ -1.7	-1.7	4	-0.1	-0.2	-1	-3.2	-111	1	-3	-2.2
> O=C(NC12CC3CC(CC(C3)C1)C2)N1CCN(c2ncccn2)CC1
→ -0.8	-1.3	5	-0.5	-1.0	-2	1.6	-9	/	/	5.7
> CCCNC(=O)CCNC(=O)c1ccc(C(C)(C)C)cc1
→ -0.7	-0.5	-1	0.3	-0.4	0	8.5	2	2	-1	3.3
> CCC(=O)NC(c1ccco1)c1cc(Br)c2cccnc2c1O (stereo not given)
→ -0.9	-0.3	23*	/	-1.9	-6	2.7	10	3	6	-4.7
> CCc1ccc(OCC(=O)NC(=S)Nc2ccc(C(=O)O)cc2)cc1
→ -1.2	-2.0	-8	-1.5	0.9	-2	-4.1	4	3	-4	1.4
> CC1=Nc2cccc3cccc(c23)N1C
→ -1.2	0.3	6	-1.3	-0.6	-3	1.2	-1	0	-8	2.1
> CCCOc1ccc(C2C(=O)N(C3CCCCC3)CC(=O)N2CCC)cc1OC (stereo not given)
→ -1.1	-1.0	1	0.1	0.2	-2	1.8	-5	2	5	-2.7
> CCCCS(=O)CC(CS(=O)CCCC)OC(=O)c1ccc(C)cc1 (stereo not given)
→ -1.3	0.9	0	0.9	0.2	-6	-1.9	-1	0	0	0.7
> COC(=O)c1cccnc1SCc1ccccc1
→ -1.2	-0.8	-2	-2.0	-0.2	1	-0.6	6	-6	-12	-1.7
> O=C(COc1nncc2ccccc12)NCC(F)(F)F
→ -1.8	-1.5	11	1.3	-0.3	0	0.4	-6	10	-2	1.1
> COc1ccccc1OCc1nc(C#N)c(NCc2ccco2)o1
→ -1.2	0.1	-9	-0.7	-0.2	0	1.5	5	4	-3	2.3
> CC(C)c1ccc(NC(=S)N2CCCC2)cc1
→ -0.2	5.2	9	2.0	3.9*	4	6.1	-3	2	9	2.2
> O=C(C(=O)N1CCN(S(=O)(=O)c2ccc(OC(F)(F)F)cc2)CC1)c1cccc(C(F)(F)F)c1
→ -1.5	-0.1	6	/	-0.1	-2	-0.2	1	3	9	/
> COc1ccc(O[C@H]2C=C[C@@H](c3ccccc3)O[C@@H]2CO/N=C(\C)CCN2CCCCc3nc(C)c(C)cc32)cc1
→ -1.6	-1.9	-8	/	-0.5	-1	-1.1	-13	-1	-22	/
> CC1CC(C)CN(S(=O)(=O)c2ccc(NC(=O)CN3C(=O)NC(C)(c4ccccc4)C3=O)cc2)C1 (stereo not given)
→ -0.9	-0.6	-42	1.2	0.3	4	1.4	17	2	8	0.2
> CCn1c(NCc2cc(Cl)ccc2O)nc2ccccc21
→ -0.9	-0.3	8	1.1	-0.3	-4	-2.1	-1	-6	-3	1.1
> C=CCn1c(=S)[nH]c2sc3c(c2c1=O)CCC3
→ -0.9	-2.1	9	-1.1	-0.3	2	1.9	-5	3	-2	0.3
> CCN1CCN(C(=O)CN(C)S(=O)(=O)c2ccc(OC)c(C)c2)CC1
→ -1.1	-0.7	4	-0.1	-0.3	-1	-1.2	-3	2	7	-3.4
> CN(CCC#N)C(=S)Nc1ccc(F)cc1
→ -0.3	1.8	0	/	0.1	-4	0.2	-4	-3	5	-1.5
> CCOC(=O)CN(C(=O)COc1nc(C)cc(C)c1C#N)c1ccc(F)cc1
→ -1.3	-0.6	7	-1.5	-0.5	-4	-1.1	-1	0	-4	-3.4
> O=C(Nc1ccccc1)c1ccccc1NS(=O)(=O)c1ccc(Cl)s1
→ -1.6	-1.6	-61	-1.6	-0.7	-3	-3.7	1	8	15	-5.0
> O=C(Nc1ccc(Cl)cc1)OCCn1nnnc1C(c1ccccc1Cl)N1CCOCC1 (stereo not given)
→ -0.1	-1.4	-14	-1.8	0.9	0	-0.5	16	-14	-7	-2.1
> CCC(=O)c1ccc(-c2ccccc2)cc1
→ -1.1	1.3	3	-0.9	0.4	2	2.1	0	8	-1	3.0
> COC(=O)c1ccc(N/C=C/C(=O)c2ccccc2)cc1
→ -0.3	0.4	-4	4.5*	1.2	2	7.8	2	0	-1	3.0
> CCOc1ccc(NC(=O)CCC(=O)N/N=C2\CCCc3ccccc32)cc1
→ -1.4	0.1	4	0.8	-0.1	-2	2.0	-5	1	-3	-1.7
> O=C(CCCNc1ccccc1)N/N=C/c1cccs1
→ -0.7	2.8	2	-0.4	0.2	1	8.8	9	-3	-2	1.4
> COc1ccc(N2CCN(C(=O)COC(=O)c3cccc(S(=O)(=O)Nc4ccccc4OC)c3)CC2)cc1
→ -1.8	-2.7	-23	-2.8	-2.8	-3	-4.2	7	0	-1	-1.3
> Cn1c(C(=O)N[C@@H](Cc2ccccc2)C(=O)NCCC(=O)O)cc2cc(Cl)ccc21
→ 0.1	4.9	-13	-1.2	0.9	0	1.8	-9	-1	0	0.7
> CSc1ccc(S(=O)(=O)NCC(=O)OCC(=O)NCCc2ccccc2)cc1[N+](=O)[O-]
→ -1.1	0.6	-7	1.8	1.0	2	-0.1	3	0	4	2.5
> O=C(NCc1cccnc1)c1cccnc1-c1nc2ccccc2s1
→ -0.9	-1.7	5	1.3	0.1	-1	-3.2	-28	2	5	1.4
> CCC(C)(C)NC(=O)C(c1ccc(O)cc1)N(Cc1ccco1)C(=O)CCC(=O)Nc1ccccn1 (stereo not given)
→ -0.7	-1.3	-28	1.9	0.1	-1	-0.7	-13	0	1	-1.0
> COc1ccc(NC(=S)NC(=O)C2CCCCC2)cc1
→ -0.5	1.2	11	2.3	3.8*	3	4.3	-8	-1	1	5.1
> CCCCOC(=O)C1CN(c2ccccc2)N=C1C(C)=O (stereo not given)
→ -1.6	-0.4	-4	0.2	0.3	0	1.8	-15	4	-1	-0.1
> CC1(C)CC(=O)C2=C(C1)N(c1ccc(Cl)cc1)C(=O)C2(O)C(F)(F)F (stereo not given)
→ -1.6	-0.8	-10	0.1	-0.7	-1	-1.6	9	-3	0	-0.5
> COc1cc(C(=O)NCCC(=O)N2CCCCC2)cc(OC)c1OC
→ -1.1	-1.6	6	-1.0	0.0	-1	-1.8	-5	0	-2	2.1
> C=CCn1c(SCc2c(F)cccc2Cl)nnc1-c1ccco1
→ -1.4	-0.6	-11	-0.1	-0.3	1	0.4	2	-4	3	4.5
> Cc1nc(N)c2c(Cc3cccc4ccccc34)nn(C(C)(C)C)c2n1
→ -1.5	-1.9	-9	-0.7	0.3	-1	-1.1	7	-4	-2	0.1
> COc1ccc(/C=C(/NC(=O)c2ccc(OC)c(OC)c2)C(=O)NCCc2c[nH]c3ccccc23)cc1
→ -0.9	1.9	-57	-0.2	-0.4	1	0.7	4	0	1	-0.8
> Cc1noc(C)c1COc1ccc(C(=O)OCC(=O)NC2CCCCC2C)cc1 (stereo not given)
→ -0.9	0.1	-7	0.8	0.9	-1	0.9	-7	10	0	0.1
> CCOC(=O)c1ccccc1NC(=O)COC(=O)CCCOc1ccccc1
→ -0.7	4.9	-5	0.1	0.0	2	0.9	-1	3	-1	2.1
> CC(C)N(C)CCOC(=O)/C=C/c1ccccc1
→ -0.4	-0.8	-5	2.9	0.0	4	-0.6	-2	4	1	1.9
> CC1=C(/C=N/Nc2ccc([N+](=O)[O-])cc2[N+](=O)[O-])C(C)(C)CCC1
→ -1.3	0.9	-1	-0.7	-0.7	-2	-0.6	0	-9	0	0.6
> COc1ccc(CCNC(=O)Cn2nnc(-c3ccc(OC)c(OC)c3)n2)cc1OC
→ -1.5	1.1	-4	0.4	-0.9	-2	-2.4	-1	2	1	0.1
